Assay outcomes as filed in PubChem.
JMJD2E inh = JMJD2E (human) inhibition; B2RXH2; JMJD2E catalytic domain, FDH-coupled NADH fluorescence (FDH is formaldehyde dehydrogenase); Potency, µM (series often up to 57.1 µM), inactives show at the top dose activity change, negative = inhibition, usual class: inhibitors; 230,000 tested, 1.6% active; active means well fitted inhibition curve with a large enough effect, not every such curve was filed as active; inconclusive means small, poorly fitted or top-dose-only effect, or another doubt; inactive means no such curve, though single readings can be large or run the other way;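 further: 0% = wells with enzyme and -100% = buffer wells without enzyme; nearly all actives have a fitted effect of over 50% in size; many of its hits are not listed in these tables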
GoLoco inh red = RGS12 GoLoco-Gai1 interaction inhibition | 230,000 tested, 0.44% active | Gai1:RGS12 GoLoco peptide FP, rhodamine, 10 min | P63096 | Potency, µM (doses to about 61.6 µM), for inactives: at the top dose activity, negative = inhibition, usual class: inhibitors | AID 880; active means well fitted inhibition curve with a large enough effect, not every such curve was filed as active; inactive means no such curve, though single readings can be large or run the other way; further: on the % scale 0 is the no-effect control and ±100 the full control effect; nearly all actives have a fitted effect of over 30% in size; many of its hits are not listed in these tables
Target sequence (P63096 whole entry, looked up): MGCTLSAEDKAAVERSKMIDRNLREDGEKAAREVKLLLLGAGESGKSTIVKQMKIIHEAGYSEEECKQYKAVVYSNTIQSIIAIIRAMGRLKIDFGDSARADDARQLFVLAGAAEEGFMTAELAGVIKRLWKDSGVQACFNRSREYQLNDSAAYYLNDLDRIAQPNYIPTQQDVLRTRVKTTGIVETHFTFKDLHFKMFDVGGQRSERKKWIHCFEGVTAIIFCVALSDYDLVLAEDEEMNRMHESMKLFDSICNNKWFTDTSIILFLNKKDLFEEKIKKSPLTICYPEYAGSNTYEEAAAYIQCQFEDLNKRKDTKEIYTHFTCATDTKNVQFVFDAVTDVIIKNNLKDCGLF
aGal spleen mod = inhibits or activates alpha-galactosidase in human spleen homogenate; P06280; human spleen homogenate, 4MU-alpha-Gal fluorescence, 40 min; Potency, µM (top dose mostly 80 µM), without a hit: at the top dose activity change, negative = inhibition, usual class: inhibitors; 240,000 tested, 0.008% active; AID 2107;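 further: 0% = enzyme with vehicle and -100% = no enzyme basal signal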
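Inhibition or activation of alpha-galactosidase in human spleen homogenate is scored by 4-MU fluorescence after 40 min at 37C, pH 5.0, with 1 mM substrate. AC50s come from concentration-response fitted to the Hill equation.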
GAA inhib = inhibitors of human lysosomal alpha-glucosidase | P10253 | Potency, µM (titrated, usually from 76.9 µM), inactives show at the top dose activity change, negative = inhibition, usual class: inhibitors | 200,000 tested, 0.005% active | purified human GAA, 4-MU-alpha-glucoside fluorescence | AID 1466;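 further: plate controls were uninhibited enzyme wells for no effect and no-enzyme background for full effect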
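Compounds are titrated up to 77 uM against 4 nM human enzyme. Substrate 4-methylumbelliferyl-alpha-D-pyranoside (400 uM) reacts 20 min at room temperature in pH 5.0 buffer; liberated 4-methylumbelliferone is read at 440 nm.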
SMN2 splice up = SMN2 splice variant enhancement; AID 1458; 210,000 tested, 2.8% active; HEK293 SMN2-luciferase splicing reporter, luminescence, 30-36 h; Potency, µM (titrated, usually from 46.1 µM), for the others: at the top dose activity change, positive = activation, usual class: activators; further: % of control where 0% means no effect; nearly all actives have a fitted effect of over 55% in size
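HEK293 cells carry an SMN2 minigene-luciferase reporter in which exon 7 inclusion puts luciferase in frame. Cells were seeded at 2000 cells/well, attached for 10-12 hours, then exposed to compounds for 30-36 hours at 37C before ONE-Glo luminescence.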
GAA spleen mod = lysosomal alpha-glucosidase (human) modulation | P10253 | human spleen homogenate, 4-MU-alpha-glucoside fluorescence | Potency, µM (highest dose often 79.9 µM), without a hit: top-dose activity change, negative = inhibition, actives largely listed as inhibitors | 240,000 tested, 0.006% active;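 further: 0% = enzyme with vehicle and -100% = no enzyme basal signal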
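Enzyme source: human spleen homogenate, 1 ug/well. Buffer 50 mM citric acid/K phosphate pH 5.0, 0.01% Tween-20. 4-MU-alpha-glucoside 1 mM; 37 C x 40 min; NaOH/glycine stop; fluorescence.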
ALDH1A1 block = ALDH1A1 (human) enzyme inhibition; P00352; Purified ALDH1A1, NADH fluorescence, propionaldehyde substrate; Potency, µM (highest dose often 75.3 µM), without a hit: top-dose activity, negative = inhibition, hits mostly inhibitors; 220,000 tested, 7.3% active; AID 1030; active means well fitted inhibition curve with a large enough effect, not every such curve was filed as active; inconclusive means small, poorly fitted or top-dose-only effect, or another doubt; inactive means no such curve, though single readings can be large or run the other way;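 further: plate controls were no enzyme wells and a reference inhibitor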
Target sequence (P00352 whole entry, looked up): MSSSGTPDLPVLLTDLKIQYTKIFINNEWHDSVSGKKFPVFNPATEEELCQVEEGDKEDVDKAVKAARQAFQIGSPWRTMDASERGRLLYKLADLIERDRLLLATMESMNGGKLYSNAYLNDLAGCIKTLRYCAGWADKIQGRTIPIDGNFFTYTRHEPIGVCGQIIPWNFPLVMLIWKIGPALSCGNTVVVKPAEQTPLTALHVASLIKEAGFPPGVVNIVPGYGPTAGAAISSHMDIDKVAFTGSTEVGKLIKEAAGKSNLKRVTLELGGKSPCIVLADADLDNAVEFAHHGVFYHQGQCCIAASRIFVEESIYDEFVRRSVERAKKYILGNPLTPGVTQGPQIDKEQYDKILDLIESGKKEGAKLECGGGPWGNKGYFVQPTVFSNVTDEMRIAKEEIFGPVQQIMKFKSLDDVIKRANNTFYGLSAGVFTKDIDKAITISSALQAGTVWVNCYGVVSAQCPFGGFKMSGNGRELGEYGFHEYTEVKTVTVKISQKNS
GAA glycogen mod = inhibitors or activators of human alpha-glucosidase glycogen cleavage. P10253. recombinant GAA, glycogen substrate, Amplex Red glucose oxidase fluorescence. Potency, µM (titrated, usually from 76.4 µM), for the others: at the highest dose activity change, negative = inhibition, actives largely listed as inhibitors. 300,000 tested, 0.38% active;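 further: 0% = full enzyme reaction and -100% = no-enzyme basal signal; the screen sought inhibitors and activators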
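Recombinant human enzyme (4 nM); glycogen substrate; 37 C, 40 min, pH 5.0. Readout: coupled glucose oxidase/Amplex Red fluorescence.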
* hit, by the source's call; u = inconclusive; x = no result given; & = joins results of further samples; [ ] = another dose, or the depositor's remark. Unless noted, the call rests on the fitted dose curve; in most records, active means well fitted curve in the direction sought with a large enough effect; inconclusive means small, poorly fitted or top-dose-only effect, or another doubt; inactive means no such curve, though single readings can be large; an effect the other way counts as inactive or inconclusive. Potency means the concentration at half of the fitted maximal effect. This is a subset; the hit share may differ from the screen's.

cpd | Structure | GAA inhib | GAA spleen mod | GAA glycogen mod | aGal spleen mod | ALDH1A1 block | JMJD2E inh | GoLoco inh red | SMN2 splice up
1 | CC(C)Cc1cc(C(=O)O)n[nH]1 | -1% | 2% | -3% | 6% | 15% | -2% | -14% | 4%
2 | CN(C)S(=O)(=O)N1CCN(c2ccc([N+](=O)[O-])c(NC3CC3)c2)CC1 | u | 1% | -12% | 5% | u | -4% | 12% | -15%
3 | CCn1c(CNc2nc(-c3ccccc3)cs2)nnc1SCC(=O)NCc1ccccc1 | -3% | -1% | -6% | 1% | -8% | -7% | -9% | -1%
4 | CN(C)c1ccc(/C=N/NC(=O)c2ccc3nc[nH]c3c2)cc1 | 0%[15.4 µM] | -9% | 1% | -2% | 18µM* | u | 11% | x
5 | Cc1nc(CNC(=O)c2cc(COc3ccc(F)cc3Cl)on2)cs1 | -8% | -1% | -17% | -3% | 1% | 8% | 8% | x
6 | Cc1nc2ccc(NC(=O)N(C)c3ccccc3)cc2s1 | -2% | 2% | 4% | -2% | -1% | -2% | -1% | 22µM*
7 | COc1ccc(/C=N/NC(=O)c2ccn[nH]2)cc1COc1ccc(F)cc1 | -5% | 1% | 4% | 5% | -3% | -7% | 9% | 21%
8 | CC(C)OC(=O)CSc1nnc(-c2ccc(O)cc2)n1Cc1ccccc1 | 8% | 0% | 7% | -2% | -11% | -2% | 8% | -4%
9 | CCC(C)NC(=O)c1ccccc1NC(=O)COc1ccc(OC)cc1 (stereo not given) | -13% | 1% | -5% | 9% | 7% | -2% | -1% | 13%
10 | Cc1ccc(C(=O)N2CCC3(CC2)Oc2ccc(F)cc2C(=O)C32CC(c3cccnc3)=NO2)s1 (stereo not given) | x | 1% | -1% | 1% | x | -1% | -13% | x
11 | CCCN(CCC)C(=O)Cn1c(=O)n(CCCCCC(=O)Nc2ccccc2)c(=O)c2sccc21 | -6% | -15% | -2%[76.3 µM] | 7% | 8% | 0% | -7% | -2%&5%
12 | CC(=O)c1cc(NC(=O)c2ccc(C)cc2)c(=O)oc1/C=C/N(C)C | -8% | -9% | -14% | -3% | u | 0% | 4% | u
13 | COc1ccccc1CC(=O)NNC(=O)c1cccs1 | 13% | -1% | 7% | -6% | 7% | 9% | 8% | x
14 | Cc1ccc(-n2nc(C)c(NC(=O)CCl)c2C)cc1C | -13% | 5% | 1% | -1% | u | 4% | -7% | -73%[inhibitor]
15 | Cc1sc2nc(SCc3nnc(-c4cccs4)o3)n(C3CCCC3)c(=O)c2c1C | -8% | -10% | -4% | -8% | -7% | 0% | 18% | -11%
16 | NS(=O)(=O)c1ccc(CCNC(=O)NC23CC4CC(CC(C4)C2)C3)cc1 | 0% | -4% | -7% | 2% | -6% | 4% | 2% | 3%
17 | COC(=O)c1sccc1NC(=S)Nc1cc(OC)ccc1OC | 1% | -2% | -8% | 2% | u | 3% | 10% | -8%
18 | CCn1c(-c2cccn(Cc3ccccc3)c2=O)n[nH]c1=S | 8% | -5% | -14% | -5% | -3% | -4% | 3% | -11%
19 | CCc1ccc(NC(=O)CC2C(=O)N(c3cccc(C)c3)C(=O)N2C2CC2)cc1 (stereo not given) | -3% | -1% | 8% | -2% | 11µM* | 5% | -25% | -14%
20 | O=[N+]([O-])c1cc(Br)cc(C=Nc2ccc3c(c2)OCO3)c1O | 0%[15.4 µM] | -3% | 8% | 11% | 10µM* | u | -1% | x
21 | Cc1nc2cnc(Oc3cccc(Cl)c3)nc2n(CCC#N)c1=O | x | -8% | x | -2% | -10% | x | 7% | -6%
22 | O=C(NN1C(=O)C2C3C=CC(C3)C2C1=O)c1ccccc1 (stereo not given) | u | -4% | -7% | 3% | 4% | 5% | 6% | -10%
23 | Cc1ccc(SCc2[nH]nc3c2C(c2cccnc2)C(C#N)=C(N)O3)cc1 (stereo not given) | -6% | -7% | -5% | -2% | u | 8% | 13% | 8%
24 | Cc1cc(C)nc(-n2nc(C)cc2NC(=O)C(C)C)n1 | 1% | -1% | 0% | -2% | 4% | 0% | -1% | 6%
25 | CCOc1ccc(N2C(=O)CS/C2=C(\C(Cl)=C(Cl)Cl)[N+](=O)[O-])cc1 | -15% | 3% | 15% | 7% | 22µM* | 0% | 76%[activator] | -28%
26 | O=C(CCc1ccc(O)cc1)NNC(=S)NCCc1ccccc1 | 2% | -11% | u | -3% | -3% | -25% | 7% | x
27 | CNC(=O)Nc1cccc(-c2cc(-c3c(Cl)cccc3Cl)no2)c1 | -18% | 2% | 1% | 1% | u | u | 2% | x
28 | CC(C)OC(=O)CC1C(=O)NCCN1C(=S)NC(=O)c1ccc(F)cc1 (stereo not given) | -5% | -11% | -27% | -1% | u | -3% | -12% | x
29 | Cc1cc2c(c(=O)o1)C1(C(=O)N(C)c3ccccc31)C(C#N)=C(N)O2 (stereo not given) | -1% | 1% | 8% | 1% | 3% | 4% | -3% | -7%
30 | Cc1ccccc1-c1nc(CS(=O)(=O)CC(=O)NCCN2CCOCC2)c(C)o1 | 1% | -6% | 3% | -17% | 4% | 3% | -4% | 3%
31 | COCCNCc1ccc(Cl)cc1Cl | 9% | 3% | -4% | 3% | 0% | -1% | 0% | -1%
32 | OCCNCCSc1nc(C2CCCCC2)n(-c2ccccc2Cl)n1 | -3%[15.4 µM] | 2% | -6% | 3% | 1% | u | 5% | x
33 | COc1ccccc1NC(=S)c1ccccc1 | 4% | -7% | -6% | 7% | 28µM* | 5% | 0% | -15%
34 | O=C(NC1CCCC1)C1CCN(C(=O)NCc2ccccc2)CC1 | -4% | 4% | 3% | -2% | 1% | 4% | 5% | -4%
35 | O=C(CN1CCN(S(=O)(=O)c2ccccc2)CC1)Nc1ccc(N2CCOCC2)cc1 | -7% | -3% | -4% | u | 19% | 12% | -3% | -35%
36 | Cc1occc1C(=O)O/N=C(\N)c1ccccc1 | x | 0% | 2% | 2% | x | 2% | -1% | x
37 | O=C(c1cc2ccccc2o1)n1nnc2ccccc21 | -2% | -7% | 4% | -3% | 0% | 6% | 4% | 9%
38 | CSc1cccc(NC(=S)N(CCN(C)C)C(C)c2ccccn2)c1 (stereo not given) | -8% | -2% | -13% | -3% | 11% | -16% | -2% | -4%
39 | CCn1c(C)cc(C)c(C#N)c1=O | -1% | -6% | -4% | -3% | 1% | u | -4% | 10%
40 | COCCNC(=O)CSc1nnc(-c2ccc(C)cc2)c(-c2ccc(C)cc2)n1 | u | -13% | -3% | -5% | 4% | -6% | 6% | -16%
41 | O=c1nc(-c2ccccc2)n(-c2ccccc2)[nH]1 | -1% | -1% | 3% | -4% | -13% | u | -2% | 11%
42 | CC(=O)NC1(c2ccccc2)CCN(C(=O)N2CCOCC2)CC1 | -10% | 2% | 6% | 12% | 19% | 17% | 6% | 11%
43 | O=[N+]([O-])c1cccc(COc2ncnc3cc([N+](=O)[O-])ccc23)c1 | -5% | 0% | 10% | -3% | u | -7% | 18% | x
44 | CCOc1ccc(-c2csc(NC(=O)CSCC(=O)O)n2)c2ccccc12 | -4% | -20% | -2% | 3% | -3% | u | 3% | 2%
45 | COc1ccc(/C=C(/C#N)C(=O)Nc2ccc(O)cc2)cc1C(=O)O | 1% | -19% | -14% | -5% | -2% | 4% | 4% | 6%

An excerpt of these results, with two lines to a compound:
Values run as follows: GAA inhib | GAA spleen mod | GAA glycogen mod | aGal spleen mod | ALDH1A1 block | JMJD2E inh | GoLoco inh red | SMN2 splice up
13. COc1ccccc1CC(=O)NNC(=O)c1cccs1
  13% | -1% | 7% | -6% | 7% | 9% | 8% | x
14. Cc1ccc(-n2nc(C)c(NC(=O)CCl)c2C)cc1C
  -13% | 5% | 1% | -1% | u | 4% | -7% | -73%[inhibitor]
15. Cc1sc2nc(SCc3nnc(-c4cccs4)o3)n(C3CCCC3)c(=O)c2c1C
  -8% | -10% | -4% | -8% | -7% | 0% | 18% | -11%
16. NS(=O)(=O)c1ccc(CCNC(=O)NC23CC4CC(CC(C4)C2)C3)cc1
  0% | -4% | -7% | 2% | -6% | 4% | 2% | 3%
17. COC(=O)c1sccc1NC(=S)Nc1cc(OC)ccc1OC
  1% | -2% | -8% | 2% | u | 3% | 10% | -8%
18. CCn1c(-c2cccn(Cc3ccccc3)c2=O)n[nH]c1=S
  8% | -5% | -14% | -5% | -3% | -4% | 3% | -11%
19. CCc1ccc(NC(=O)CC2C(=O)N(c3cccc(C)c3)C(=O)N2C2CC2)cc1 (stereo not given)
  -3% | -1% | 8% | -2% | 11µM* | 5% | -25% | -14%
20. O=[N+]([O-])c1cc(Br)cc(C=Nc2ccc3c(c2)OCO3)c1O
  0%[15.4 µM] | -3% | 8% | 11% | 10µM* | u | -1% | x
21. Cc1nc2cnc(Oc3cccc(Cl)c3)nc2n(CCC#N)c1=O
  x | -8% | x | -2% | -10% | x | 7% | -6%
22. O=C(NN1C(=O)C2C3C=CC(C3)C2C1=O)c1ccccc1 (stereo not given)
  u | -4% | -7% | 3% | 4% | 5% | 6% | -10%

Next part
cpd | Structure | GAA inhib | GAA spleen mod | GAA glycogen mod | aGal spleen mod | ALDH1A1 block | JMJD2E inh | GoLoco inh red | SMN2 splice up
46 | COc1cc(CCCN2C(N)=NC[C@H]2Cc2ccc(O)cc2)cc(OC)c1OC | x | 6% | -7% | 7% | x | -17% | 3% | x
47 | CCN1C(=S)SC(=O)C1=C1C=C(C)N(Cc2ccco2)C(C)=C1 | u | -19% | -6% | -16% | 2.5µM* | -28% | 72%[activator] | u
48 | Cc1ccc(C(=O)Nc2nc(=O)n(C)s2)cc1 | -13% | 5% | 5% | 4% | 1% | 11% | 7% | u
49 | O=C(COC(=O)COc1ccccc1)NCc1ccccc1 | 6% | 3% | 1% | -3% | 3% | -1% | 1% | -3%
50 | CCCCNC(=O)C1CCN(C(=O)Nc2ccc(C)cc2)CC1 | -5% | -1% | 5% | -13% | 3% | 3% | -14% | -1%
51 | CCc1ccccc1N(CC(=O)OC)S(C)(=O)=O | 1% | -9% | 8% | 8% | 0% | 3% | 1% | x
52 | Cc1ccc(-c2nnc(SCC(=O)Nc3ccc4c(c3)oc3ccccc34)n2C)c(Cl)c1 | -5% | -6% | -13% | -9% | 4% | 1% | -11% | -83%[inhibitor]
